TNAP act hi DEA = TNAP activators at high phosphate acceptor level, primary screen, biochemical, luminescence, uHTS; Alkaline phosphatase, tissue-nonspecific isozyme (Homo sapiens), P05186; purified TNAP, CDP-star luminescence, 1 M DEA, 30 min; stronger effect = higher value; 0 = EDTA background, 1 = DMSO-only activity; activation factor at 20 µM; 200,000 tested, under 10 active; AID 1136, 2008;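 active = activation factor at least 2 at 20 µM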
Target sequence (P05186 whole entry, looked up): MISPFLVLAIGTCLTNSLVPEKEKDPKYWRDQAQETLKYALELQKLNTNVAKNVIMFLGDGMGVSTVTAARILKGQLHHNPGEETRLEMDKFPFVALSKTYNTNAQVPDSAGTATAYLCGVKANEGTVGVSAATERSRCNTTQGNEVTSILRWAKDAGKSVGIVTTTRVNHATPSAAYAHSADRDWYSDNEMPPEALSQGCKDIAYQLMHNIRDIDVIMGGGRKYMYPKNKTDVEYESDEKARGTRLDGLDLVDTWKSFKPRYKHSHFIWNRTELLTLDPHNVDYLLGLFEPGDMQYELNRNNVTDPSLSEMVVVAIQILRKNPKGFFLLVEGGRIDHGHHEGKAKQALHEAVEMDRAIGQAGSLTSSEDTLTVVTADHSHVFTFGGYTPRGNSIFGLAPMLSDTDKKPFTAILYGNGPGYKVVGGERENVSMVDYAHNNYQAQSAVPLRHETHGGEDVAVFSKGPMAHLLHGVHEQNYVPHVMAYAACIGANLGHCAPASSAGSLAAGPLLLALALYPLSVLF
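Measured by: Luminescent substrate turnover signal | Test system: Human TNAP | Input: TNAP 1/800 final | Dosing: 20 µM single point | Schedule: 30 min, room temperature | Controls: EDTA wells as negative control, DMSO wells as positive control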
L major viab = Leishmania major promastigote growth inhibition, primary screen | Leishmania major promastigotes, resazurin fluorescence viability | inhibition, % at 10 µM | 200,000 compounds, 9% hits | AID 1063, 2008; in the data active = inhibition above about 50%;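 note: promastigotes grown with compound for 44 hours at 28 °C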
TNAP inh no acc = human TNAP enzyme inhibitors, primary screen, biochemical, luminescent, no phosphate acceptor, uHTS | inhibition, % at 20 µM | Alkaline phosphatase, tissue-nonspecific isozyme (Homo sapiens), P05186 | purified TNAP, CDP-star luminescence, 30 min | 200,000 compounds, 0.26% hits;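 active = tissue-nonspecific alkaline phosphatase inhibition above about 50% at 20 µM in the single-dose screen, limit read from the data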;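 note: 0% = DMSO negative control and 100% = EDTA positive control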
PMI act satM6P = human PMI activators, high substrate, primary screen, biochemical, fluorescence intensity, near-saturating mannose 6-phosphate | coupled PMI enzyme assay, resazurin fluorescence, 20 min; stronger effect = higher value; 1 = untreated enzyme, 0 = substrate-free blank | AID 1216, 2008 | Mannose-6-phosphate isomerase (Homo sapiens), P34949 | activation factor at 20 µM | 190,000 compounds, 0.34% hits;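 active = activation factor of 2 or more at 20 µM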
Target sequence (P34949 whole entry, looked up): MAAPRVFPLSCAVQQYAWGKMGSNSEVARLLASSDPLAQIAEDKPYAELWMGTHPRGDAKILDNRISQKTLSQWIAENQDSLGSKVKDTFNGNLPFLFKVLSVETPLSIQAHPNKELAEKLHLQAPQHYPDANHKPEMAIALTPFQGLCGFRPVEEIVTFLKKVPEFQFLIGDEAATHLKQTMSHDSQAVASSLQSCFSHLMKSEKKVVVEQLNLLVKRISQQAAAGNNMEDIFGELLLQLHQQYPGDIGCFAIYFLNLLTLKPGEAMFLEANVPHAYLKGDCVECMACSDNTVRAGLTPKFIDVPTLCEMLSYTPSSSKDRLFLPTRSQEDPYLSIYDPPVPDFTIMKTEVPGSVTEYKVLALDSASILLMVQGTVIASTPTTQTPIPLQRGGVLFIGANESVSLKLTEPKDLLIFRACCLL
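Test system: human PMI in coupled enzyme assay; Input: PMI at 15 ng/mL final; Medium: HEPES buffer, pH 7.4; Schedule: 20 min incubation at room temperature; Technique: resorufin fluorescence at Ex 544/Em 590 nm; Compound: 20 µM single dose; Probe or stimulus: Near-saturating mannose-6-phosphate, 1.0 mM.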
Diaphorase act = compounds boosting diaphorase resazurin reduction – biochemical, uHTS, resorufin fluorescence, counter-screen for diaphorase-coupled primary assays, primary screen; Diaphorase/resazurin coupled assay, 16 min; stronger effect = higher value; 1 = vehicle wells, 0 = NADH-free wells; 190,000 compounds, 0.005% hits; activation factor at 20 µM;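 active = diaphorase activity raised at least twofold by the compound at 20 µM; inactive = activation factor below 2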
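Material: purified diaphorase enzyme from Clostridium kluyveri; Also added: 0.114 mM NADH and 0.1 mM resazurin, final amounts; Doses: single compound dose of 20 µM, 1% DMSO final; Times: 16 min enzyme reaction, ambient temperature; Detection: resorufin fluorescence, excitation 544 nm, emission 590 nm; Measure: increased resorufin signal from activators or reducing compounds.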
bIAP inh = bovine intestinal alkaline phosphatase inhibitors, primary screen, selectivity assay for TNAP inhibitor project, biochemical, bovine IAP, CDP-star luminescence; purified bovine IAP, 30 min; inhibition, % at 20 µM; 190,000 tested, under 10 active; AID 1019, 2008;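 active = over 50% inhibition of intestinal alkaline phosphatase at 20 µM in the single-dose screen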
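System: Purified bovine intestinal alkaline phosphatase (IAP) enzyme | Input: IAP diluted 1/65,000,000 in the well | Also added: CDP-star chemiluminescent phosphatase substrate, 30 µM final | Dosing: 20 µM single dose | Times: Enzyme reaction for 30 min at room temperature | Detection: Luminescence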
TNAP inh hi DEA = human TNAP enzyme inhibitors, primary screen, biochemical, luminescent, high phosphate acceptor level, uHTS | purified TNAP, CDP-star luminescence, 1 M DEA | Alkaline phosphatase, tissue-nonspecific isozyme (Homo sapiens), P05186 | 200,000 compounds, 0.03% hits | inhibition, % at 20 µM | AID 1135, 2008;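 active = over 50% inhibition of tissue-nonspecific alkaline phosphatase at 20 µM in the single-dose screen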;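 note: plate controls were DMSO wells for no effect and EDTA-quenched wells as full inhibition for full effect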
bIAP activator = bovine intestinal alkaline phosphatase activators, primary screen, biochemical, bovine IAP, CDP-star luminescence; alkaline phosphatase, intestinal [Bos taurus]; purified bovine IAP, 30 min; stronger effect = higher value; fold of DMSO-control signal, blank-subtracted; activation factor at 20 µM; 200,000 compounds, 0.17% hits; AID 1016, 2008;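 active = activation factor of 2 or more at 20 µM, a signal rise over negative controls twice the positive control's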
PMI activator = activators of human PMI, primary screen, biochemical, fluorescence intensity, near-Km mannose 6-phosphate; purified human PMI, coupled resazurin fluorescence, 20 min; stronger effect = higher value; 1 = vehicle control, 0 substrate-free wells; 190,000 compounds, 0.005% hits; activation factor at 20 µM;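 active = activation factor of 2 or more at 20 µM, relative to plate controls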
Diaph inh CS = diaphorase inhibitors and chemical oxidizers, primary screen, counter-screen for diaphorase-coupled primary assays, biochemical, uHTS, resorufin fluorescence | inhibition, % at 20 µM | AID 1217, 2008 | diaphorase resazurin-to-resorufin fluorescence, NADH, 16 min; bacterial (C. kluyveri) enzyme, not human | 190,000 compounds, 0.69% hits;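 active = primary screen inhibition at 20 µM above a set limit, cut at about 50% in these data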;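 note: plate controls were DMSO with full reaction for no effect and wells lacking NADH for full effect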
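material = Clostridium kluyveri diaphorase enzyme | amount = 0.14 U/mL diaphorase, enzyme working solution | schedule = incubation 16 min, room temperature | detection = fluorescence of resorufin formed from resazurin, Ex 544/Em 590 nm | benchmarks = positive control minus NADH, DMSO neutral control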
* marks the source's active call; other numbers are inactive results; . = no result given. No enrichment for hits, and some 10% of all compounds hit somewhere here.

Every second line gives: TNAP act hi DEA | L major viab | TNAP inh no acc | PMI act satM6P | Diaphorase act | bIAP inh | TNAP inh hi DEA | bIAP activator | PMI activator | Diaph inh CS
CCOC(=O)c1ccc(NC(=S)N(CCN2CCCCCC2)Cc2cccs2)cc1
→ 1 | 96* | -12 | 1 | 1 | 18 | -1 | 0.8 | 0.9 | 0
Cc1ccc(/C=C/C(=O)Nc2cccc3ncccc23)o1
→ 1 | -2 | 4 | 1.1 | 0.9 | 13 | 3 | 0.9 | 1 | 10
N#CCCn1cc(C(N)=O)c(-c2cccs2)n1
→ 1 | -7 | -8 | 0.9 | 1 | -12 | -1 | 1.1 | 0.9 | 5
N#CCSc1nc(N)c(C#N)c(C2CCCCC2)c1C#N
→ 1.1 | 15 | -9 | 0.9 | 0.8 | 14 | -5 | 0.9 | 0.9 | 19
Cc1[nH]c2ccccc2c1C(=O)CSc1nc2ccccc2[nH]1
→ 1.1 | 32 | -6 | 0.9 | 0.7 | 8 | -8 | 0.9 | 0.9 | 32
O=C(Nc1ccccc1)c1ccc2c(c1)OCO2
→ 1.1 | -3 | -10 | 1.1 | 0.9 | 11 | -9 | 0.9 | 1 | 6
O=C(Nc1ccc(N2CCN(C(=O)c3ccc(Cl)cc3)CC2)cc1)c1ccc(Br)o1
→ 1 | 18 | -6 | 0.9 | 0.8 | 16 | 0 | 0.8 | 0.9 | 20
O=C(Nc1ccc(O)cc1)C1CC=CCC1 (configuration not stated)
→ 1 | -1 | -6 | 0.7 | 0.8 | 7 | -4 | 0.9 | 1 | 18
CCCCn1c(=O)[nH]c(=O)c2c1nc(-c1cc3c(cc1Br)OCO3)n2C
→ 1 | 2 | -14 | 1.1 | 0.9 | 4 | -4 | 1 | 1 | 12
O=C(CSc1ccccn1)N/N=C/c1c[nH]c2ccccc12
→ 1 | 2 | -21 | 0.9 | 0.9 | 10 | -3 | 0.9 | 1 | 9
Cc1ccc2nc(N=C(N)N)nc(C)c2c1
→ 1 | 26 | -9 | 1 | 1 | -4 | -4 | 1 | 1.1 | -3
Cc1oc(-c2ccc3c(c2)OCCO3)cc1C(=O)NC(Cc1ccccc1)C(=O)O (configuration not stated)
→ 1.1 | -6 | -13 | 1.1 | 0.8 | 0 | -7 | 1 | 1.1 | 15
Cc1occc1-c1nnc(SCC(=O)N2CCCc3ccccc32)n1Cc1ccco1
→ 1.1 | 74* | -6 | 1 | 0.9 | 4 | -5 | 1 | 1 | 15
CCc1ccc(NC(=O)CCNS(=O)(=O)c2cccc3nsnc23)cc1
→ 1.1 | 5 | -11 | 0.9 | 0.8 | 33 | -5 | 0.7 | 1 | 15
CCOc1cc(C(=S)N2CCOCC2)ccc1OC
→ 1.1 | -4 | -14 | 1 | 0.8 | 14 | -6 | 0.9 | 1 | 17
c1ccc(Nc2n[nH]nc2-c2ccccc2)cc1
→ 1 | -7 | -1 | 0.9 | 0.9 | -18 | -2 | 1.2 | 0.9 | 11
Cc1cccc(N=C2NN=C(c3ccc4c(c3)OCCO4)CS2)c1
→ 1 | -6 | -4 | 1 | 0.9 | 0 | 2 | 1 | 1 | 12
Cc1oc2ncnc(N)c2c1C
→ 1 | 5 | -3 | 0.9 | 0.8 | -5 | -2 | 1 | 0.9 | 15
c1ccc(CCC2CCCCN2Cc2nc(C3CC3)no2)cc1 (configuration not stated)
→ 1 | 9 | -8 | 0.9 | 1 | -4 | -3 | 1 | 1 | 3
Cc1cc(N/N=C/c2ccc([N+](=O)[O-])o2)nc2ccccc12
→ 0.7 | 83* | 15 | 0.9 | 0.8 | 6 | 30 | 0.9 | 1.1 | 16
CC(C)Cc1nc(N2CCN(C(=O)Cc3ccccc3)CC2)c(C#N)c2c1COC(C)(C)C2
→ 1.1 | . | -6 | 0.9 | 0.7 | 0 | -5 | 1 | 0.9 | 26
O=C(NC(NC1CCS(=O)(=O)C1)C(=O)c1ccccc1)c1ccc(Cl)cc1 (configuration not stated)
→ 1.1 | 0 | -4 | 1.1 | 1 | 6 | -7 | 0.9 | 1.1 | -3
N#C/C(=N/Nc1ccc(S(=O)(=O)N2CCOCC2)cc1)C(N)=O
→ 0.9 | -2 | 3 | 1 | 0.9 | 18 | 7 | 0.8 | 1 | 7
CCn1c2ccccc2c2nnc(SCCCn3c(=O)[nH]c4ccccc43)nc21
→ 1 | 19 | 0 | 1.1 | 0.5 | 0 | 1 | 1 | 1.1 | 45
Cc1sc2nc(N)sc2c1C
→ 1 | 0 | -14 | 1 | 0.8 | 5 | -5 | 0.9 | 1 | 24
Cc1ccc(NC(=O)c2cnccn2)cc1S(=O)(=O)N(C)C
→ 1 | 83* | -14 | 0.8 | 0.9 | 12 | 0 | 0.9 | 0.8 | 12
COc1ccc(/C=N/NC(=O)c2ccn[nH]2)cc1COc1ccc(Cl)cc1
→ 1 | 12 | -14 | 0.9 | 0.7 | -18 | -4 | 1.2 | 0.9 | 30
NC(=O)C(F)(F)C12OC3C4C5CC(C6C5C3C61)C42 (configuration not stated)
→ 1 | -2 | -11 | 1 | 0.9 | 8 | -2 | 0.9 | 1 | 10
CCOC(=O)c1c(CC(C)C)csc1NC(=O)CCl
→ 1.1 | 35 | -18 | 0.9 | 0.7 | 15 | -10 | 0.9 | 0.9 | 27
CC1CN(c2nc3ccccc3nc2C(C#N)C(=O)NCc2ccc3c(c2)OCO3)CC(C)O1 (configuration not stated)
→ 0.9 | 7 | 5 | 0.8 | 0.7 | 16 | 9 | 0.8 | 0.8 | 27
Oc1c(Cl)cc(Cl)c2cccnc12
→ 1.1 | 96* | -66 | 0.6 | 0.6 | 9 | -8 | 0.9 | 0.8 | 44
C=Cn1nc(C)c2ccccc2c1=O
→ 0.9 | 19 | -1 | 1.1 | 1 | 6 | 7 | 0.9 | 0.9 | 1
Cc1ccc(S(=O)(=O)N(C(=O)c2ccncc2)c2ccc(OC(=O)c3ccncc3)c3ccccc23)c(C)c1
→ 1 | 98* | 6 | 1.4 | 0.7 | 24 | 2 | 0.8 | 1 | 33
COc1ccc(NC(=O)C2CC(=O)NC(Nc3cccc(C)c3)=N2)cc1 (configuration not stated)
→ 1 | -4 | 1 | 0.9 | 0.8 | 8 | -1 | 0.9 | 0.9 | 16
Cc1ccc(CNC(=O)CSc2nc3ccccc3c3nc(C)nn23)cc1
→ 1 | 5 | -18 | 1 | 0.9 | -1 | -5 | 1 | 0.9 | 14
CN(C)c1ccc(/C=N/N=C/c2ccccc2O)cc1
→ 1 | -6 | -24 | 1.9 | 1 | 12 | -4 | 0.9 | 1.5 | 0
COC(=O)c1cc(C(=O)OC)cc(N2C(=O)CC(N3CCN(c4ccccc4)CC3)C2=O)c1 (configuration not stated)
→ 1 | -7 | -6 | 0.9 | 0.8 | 1 | 0 | 1 | 0.8 | 18
CCN(c1ccc(C)c(C)c1)S(=O)(=O)c1c(C)[nH]c(=O)[nH]c1=O
→ 1 | -3 | -2 | 1 | 1 | -2 | 4 | 1 | 1 | 3
COc1cccc(C2CC(C(F)(F)F)n3ncc(C(=O)O)c3N2)c1 (configuration not stated)
→ 1 | -8 | 22 | 1 | 1 | -3 | 4 | 1 | 1 | 3
CCOC(=O)CCC(=O)Nc1cccc([N+](=O)[O-])c1
→ 1 | -3 | -10 | 1.5 | 1 | -5 | -1 | 1.1 | 1.5 | 5
O=C(COc1ccc(Br)cc1)N1CCOCC1
→ 1 | -5 | -5 | 1 | 1 | -1 | 0 | 1 | 1 | 2
CC(C)(C)C(=O)N1N=C(c2cccc(NS(C)(=O)=O)c2)CC1c1cccs1 (configuration not stated)
→ 1 | 22 | -4 | 1 | 0.9 | 16 | -1 | 0.8 | 1.1 | 11
COc1ccccc1N1C(=O)c2ccccc2NC1c1ccncc1 (configuration not stated)
→ 1 | -4 | -13 | 1 | 0.9 | 12 | -2 | 0.9 | 1 | 7

Structures listed so far that have an aryl thioether with sulfur outside any ring (six):
Every second line gives: TNAP act hi DEA | L major viab | TNAP inh no acc | PMI act satM6P | Diaphorase act | bIAP inh | TNAP inh hi DEA | bIAP activator | PMI activator | Diaph inh CS
N#CCSc1nc(N)c(C#N)c(C2CCCCC2)c1C#N
→ 1.1 | 15 | -9 | 0.9 | 0.8 | 14 | -5 | 0.9 | 0.9 | 19
Cc1[nH]c2ccccc2c1C(=O)CSc1nc2ccccc2[nH]1
→ 1.1 | 32 | -6 | 0.9 | 0.7 | 8 | -8 | 0.9 | 0.9 | 32
O=C(CSc1ccccn1)N/N=C/c1c[nH]c2ccccc12
→ 1 | 2 | -21 | 0.9 | 0.9 | 10 | -3 | 0.9 | 1 | 9
Cc1occc1-c1nnc(SCC(=O)N2CCCc3ccccc32)n1Cc1ccco1
→ 1.1 | 74* | -6 | 1 | 0.9 | 4 | -5 | 1 | 1 | 15
CCn1c2ccccc2c2nnc(SCCCn3c(=O)[nH]c4ccccc43)nc21
→ 1 | 19 | 0 | 1.1 | 0.5 | 0 | 1 | 1 | 1.1 | 45
Cc1ccc(CNC(=O)CSc2nc3ccccc3c3nc(C)nn23)cc1
→ 1 | 5 | -18 | 1 | 0.9 | -1 | -5 | 1 | 0.9 | 14
